Screening results from PubChem.
PL biosyn Enam: phospholipid synthesis inhibitors, CHO cells, primary screen, ZR-82 cells, Enamine library, screen 3; ZR-82 CHO cells, pyrene fatty acid UV survival, CellTiter Blue; peroxisome-deficient CHO-K1 mutant line; plus DGAT-1, DGAT-2 and ACAT inhibitors; calls only at 10 µM; actives 0.4% (n = 20,000); AID 1347385, 2020;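 active = cell survival signal 2 SD away from solvent-only control wells, confirmed on one or two retests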;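 note: 3 h compound exposure then viability read about one day after UV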
Calls only; i = inactive.

item	Compound	PL biosyn Enam
1	CCNc1n[nH]c(=S)s1	i
2	O=C(CC(=O)N1CCOCC1)N1CCOCC1	i
3	O=C1CSC(=S)N1NC(=S)Nc1ccc(SC(F)F)cc1	i
4	O=C(COC(=O)c1ccc(Br)o1)Nc1c(F)c(F)c(F)c(F)c1F	i
5	Oc1ccc(N2CCN(c3ncccn3)CC2)cc1	i
6	Fc1ccc(-c2cc(-c3ccccc3)c3ccccc3n2)cc1	i
7	Cn1cnc([N+](=O)[O-])c1NC1CCCCCCC1	i
8	CCCCn1c(N)c(N(Cc2ccco2)C(=O)Cn2c(=O)c3c(ncn3C)n(C)c2=O)c(=O)[nH]c1=O	i
9	O=C1Oc2c(cc3c4c2CCCN4CCC3)P(=Nc2ccccc2Cl)(N2CCOCC2)N1c1ccc(Cl)c(Cl)c1 (stereo not drawn)	i
10	COCCN(C(=O)Cc1c(C)noc1C)c1c(N)n(CC(C)C)c(=O)[nH]c1=O	i
11	S=c1n(CN2CCc3ccccc3C2)nc(C2COc3ccccc3O2)n1-c1ccc2c(c1)OCCO2 (stereo not drawn)	i
12	O=C(NNC(=O)C12CC3CC(CC(C3)C1)C2)c1ccc(=O)[nH]n1	i
13	CC(C(=O)O)n1c(-c2cccs2)n[nH]c1=S (stereo not drawn)	i
14	O=S(=O)(Nc1cccc(S(=O)(=O)N2CCOCC2)c1)c1ccc2c(c1)OCCO2	i
15	Fc1ccc(N/N=C/c2ccc3c(c2)OCCO3)c(F)c1	i
16	CC1(NC(=O)Cn2cc(C(F)(F)F)ccc2=O)CCS(=O)(=O)C1 (stereo not drawn)	i
17	O=C(O)C(F)(F)C12OC3C4C5CC(C6C5C3C61)C42 (stereo not drawn)	i
18	S=c1oc2ccc(Cl)cc2n1CN1CCCC1	i
19	OCCN1COc2c(cc(Cl)c3cccnc23)C1	i
20	OC(Cn1cnc(-c2ccccc2)c1-c1ccccc1)Cn1c2ccccc2c2ccccc21 (stereo not drawn)	i
21	CC(C)C(Sc1nnc(-c2ccco2)n1C)C(=O)NC(N)=O (stereo not drawn)	i
22	CC(C)CCC1(C)NC(=O)N(CC(=O)O)C1=O (stereo not drawn)	i
23	Cc1ccc(N=c2scc(-c3ccc([N+](=O)[O-])cc3)n2-c2ccc(C)cc2)cc1	i
24	O=C(CSc1nnnn1C1CCCC1)c1ccc[nH]1	i
25	CCCn1c(N)c(N(CCOC)C(=O)CC(C)C)c(=O)[nH]c1=O	i
26	NC(N)=NN=C1c2ccccc2-c2ccccc21	i
27	O=C(CSc1nnc(C2CC2)n1C1CC1)N1CCNC1=O	i
28	CC(=O)c1c(C)[nH]c(C(=O)OCc2nc3sc4c(c3c(=O)[nH]2)CCC(C)C4)c1C (stereo not drawn)	i
29	CC(C)(C)P(=NC(=S)N/N=C/c1cccnc1)(N1CCOCC1)N1CCOCC1	i
30	Cc1cc(C(=O)Cn2cnc3sccc3c2=O)c(C)n1Cc1ccco1	i
31	CCCCCn1c(=N)c(C(=O)OCC)cc2c(=O)n3ccccc3nc21	i
32	O=S(=O)(NCc1ccncc1)c1ccc(Br)cc1	i
33	Cn1c(=O)c2c(ncn2CC(=O)Nc2nnc(C3CC3)s2)n(C)c1=O	i
34	CCN=c1scc(-c2ccc(Cl)cc2)n1/N=C/c1ccc2c(c1)OCO2	i
35	Cc1n[nH]c(C)c1S(=O)(=O)N1CCOCC1	i
36	COc1ccc(N=Cc2cc(Br)ccc2O)c(OC)c1	i
37	COC(=O)c1sc(N)c(C(=O)OC)c1CN1C(=O)C(=O)N(C2CCCC2)C1=O	i
38	S=C(NCC1CCCO1)N/N=C/c1cc2c(cc1Br)OCO2 (stereo not drawn)	i
39	O=C1c2ccccc2C(=O)N1/N=C/c1c2ccccc2cc2ccccc12	i
40	CC1(C)CC(=O)CC(=NC2CCS(=O)(=O)C2)C1 (stereo not drawn)	i
41	O=S(=O)(Nc1ccc(F)c(F)c1F)c1ccc(Cl)cc1F	i
42	S=C(NCCCn1ccnc1)Nc1ccccc1	i
43	C/C(=N\Nc1nc2ccccc2s1)c1cc2ccccc2o1	i
44	Clc1ccc2nc(CSc3ccccc3)cn2c1	i
45	O=[N+]([O-])c1cccnc1NCc1nnc2c(Cl)cc(C(F)(F)F)cn12	i
46	O=[N+]([O-])c1ccc(Cl)c(S(=O)(=O)NC2=NCCC2)c1	i
47	CC(C)c1ccc2[nH]c(O)c(N=NC(=O)OC(C)(C)C)c2c1	i
48	O=C1C2C3C=CC(C3)C2C(=O)N1C1CCS(=O)(=O)C1 (stereo not drawn)	i
49	CN(C(=S)NC1CCCCC1)c1ccc(O)cc1	i
50	O=C1C(=C2SCCS2)CC/C1=C\c1ccccc1	i

Further results:
item	Compound	PL biosyn Enam
51	CCOCCCN1C(=O)NC(=O)C1=O	i
52	O=S(=O)(Nc1nc2ccccc2nc1N1CCCc2ccccc21)c1cc(Cl)ccc1Cl	i
53	FC(F)(Cl)c1cc(-c2ccccc2)nc2c1ncn2-c1ccccc1	i
54	FC(F)Oc1ccc(NC(=S)NCC23CC4CC(CC(C4)C2)C3)cc1	i
55	CCNC(=S)Nc1ccc2cn[nH]c2c1	i
56	O=S(=O)(Nc1ccc(N2CCOCC2)cc1)c1cc(Cl)ccc1Cl	i
57	CCCCCCOCC[N+](C)(CCOCCCCCC)CCOCCCCCC	i
58	S=c1[nH]cnc2scc(-c3ccc(Cl)cc3)c12	i
59	Cc1ccc(C2C(C(=O)c3cccs3)=C(O)C(=O)N2CCCN(C)C)o1 (stereo not drawn)	i
60	CN(C)P(=NC(=S)Nc1ccc(SC(F)F)cc1)(c1ccncc1)N(C)C	i
61	c1ccc(-n2cc(C3Nc4ccccc4-c4nc5ccccc5n43)c(-c3cccs3)n2)cc1 (stereo not drawn)	i
62	Cc1[nH]c2ccccc2c1C=NNC(=O)C1COc2ccccc2O1 (stereo not drawn)	i
63	CN(C)CC(C)(C)CNCC(=O)NC1CCCCCCC1	i
64	O=C1C2C3CC(C2C(=O)N1c1ccc(F)cc1)C1C(c2ccc(F)cc2)c2sc(=O)[nH]c2SC31 (stereo not drawn)	i
65	Cc1cc(C(=O)CSc2nc(N)cc(N)n2)c(C)n1-c1nccs1	i
66	CC(NC(=O)c1ccc(Br)o1)C12CC3CC(CC(C3)C1)C2 (stereo not drawn)	i
67	O=[N+]([O-])c1ccc(/C=N/Nc2ccc3ccccc3n2)o1	i
68	CC1CCC(NS(=O)(=O)c2ccc(S(=O)(=O)N3CCOCC3)cc2)CC1 (stereo not drawn)	i
69	CC1CCc2c(sc3nc(CSc4nnc(N)s4)[nH]c(=O)c23)C1 (stereo not drawn)	i
70	O=C1NC(C(=O)O)=CC(c2cc(Cl)ccc2Cl)N1 (stereo not drawn)	i
71	S=C(NN=C1c2ccccc2-c2ccccc21)NC1CCCCC1	i
72	O=S(=O)(c1ccc(F)c(F)c1)N1CCCCC1	i
73	CCN1C(=O)/C(=C/c2c(N3CCN(CCO)CC3)nc3c(C)cccn3c2=O)SC1=S	i
74	Cc1cc(C)n2c(SCCOc3ccc(F)cc3)nnc2n1	i
75	CC1=C(C(=O)OC(C)C)C(c2sccc2C)c2c(nc(SCC(C)C)[nH]c2=O)N1 (stereo not drawn)	i
76	FC(F)(F)C(=NC1(C(Cl)(Cl)Cl)Oc2ccccc2O1)Nc1ccc(Cl)cn1	i
77	O=C(CSc1nnc(C2CC2)n1C1CC1)N1CCN(c2ncccn2)CC1	i
78	O=C1NC(=S)S/C1=C/c1cn(-c2ccccc2)nc1-c1cc2ccccc2oc1=O	i
79	COC(=O)NC(Oc1ccccc1)C(F)(F)C(F)(F)C(F)(F)C(F)F (stereo not drawn)	i
80	O=[N+]([O-])c1ccc(-c2csc(=Nc3ccc(F)cc3)n2/N=C/c2ccc3c(c2)OCCO3)cc1	i
81	O=c1ccc2c(c1)oc1c(-c3ccccc3)c3ccccc3[nH]c12	i
82	O=[N+]([O-])c1ccc2c(c1)OCCOCCOCCO2	i
83	Cc1ccc(-n2cc(-c3ccc([N+](=O)[O-])cc3)[nH]c2=S)c(C)c1	i
84	Clc1ccc(C2=NN3C(C2)c2ccccc2OC32CCCC2)cc1 (stereo not drawn)	i
85	c1ccc(C23OC4C5C6CC(C7C6C4C72)C53)cc1 (stereo not drawn)	i
86	CC1CCCCC1NC(=O)NC(=O)COC(=O)C1CC2CCCC(C1)C21SCCS1 (stereo not drawn)	i
87	CCOC(=O)c1sc(N)c(C(=O)OCC)c1COC(=O)C12CC3CC(CC(O)(C3)C1)C2	i
88	Cc1csc2nc(CSc3nnc(-c4ccco4)o3)cc(=O)n12	i
89	Cc1cc(C)n2nc(Cc3nc4nc(C)cc(C)n4n3)nc2n1	i
90	Cc1ccc(-c2noc(COc3cc(C)ccc3C)n2)cc1	i
91	O=S(=O)([N-]c1nc2ccccc2nc1-[n+]1ccccc1)c1ccc(Cl)cc1	i
92	COCCn1c(=S)[nH]c2sc3c(c2c1=O)CCCC3	i
93	O=S(=O)(C1=Cc2ccccc2CC1)N1CCC(c2nc3ccccc3s2)CC1	i
94	CCCCC(CCCC)(CCCC)C(N)=O	i
95	O=c1cc(CSc2nnc(-c3sc4ccccc4c3Cl)o2)c2c(ccc3ccccc32)o1	i
96	CCN(CC)P1(=Nc2ccccc2[N+](=O)[O-])/C(=C2\N(C)c3ccccc3C2(C)C)C=NN1C (stereo not drawn)	i
97	O=C(CSc1ccc2ccccc2n1)N1CCNC1=O	i
98	O=S(=O)(c1ccc(S(=O)(=O)N(Cc2ccc3c(c2)OCO3)C2CCCC2)cc1)N1CCCC1	i
99	CS(=O)(=O)c1ccc(N2CCN(c3ccc(O)cc3)CC2)c([N+](=O)[O-])c1	i
100	FC(F)(Cl)c1cc(-c2ccccc2)nc2[nH]c3ccccc3c12	i

(more compounds)
item	Compound	PL biosyn Enam
101	COc1ccc(OCCN(C)S(=O)(=O)c2ccc3c(c2)CCC3)cc1	i
102	CCOC1OC(COC(C)=O)C(OC(C)=O)C(OC(C)=O)C1NC(C)=O (stereo not drawn)	i
103	COc1cccc2cc(/C=C/c3ccc4ccccc4n3)oc12	i
104	CCN1CCN(Cn2ncn(C)c2=S)CC1	i
105	Nc1ncnc(NCCO)c1[N+](=O)[O-]	i
106	O=C1C=CC(=O)N1c1ccc(Cl)c(Cl)c1	i
107	COC(=O)C1c2sc(=O)[nH]c2SC2C3CC(C4C(=O)N(CC(=O)O)C(=O)C34)C12 (stereo not drawn)	i
108	CC(C)CC(N)c1nc2ccccc2[nH]1 (stereo not drawn)	i
109	S=C(NNc1c(Cl)cc(Cl)cc1Cl)NC1CC2CCC1C2 (stereo not drawn)	i
110	O=[N+]([O-])c1ccc(C2CN=C(Nc3ccccc3)O2)cc1 (stereo not drawn)	i
111	O=C(Nc1nccs1)C1CC2CCCC(C1)C21SCCS1 (stereo not drawn)	i
112	O=c1c2ccccc2nnn1CSc1nc2ccccc2[nH]1	i
113	Brc1ccc(/C=N/N2CCN(c3ccccc3)CC2)s1	i
114	CC(=O)c1c(C)[nH]c(C(=O)OCc2cc(=O)n3cccc(C)c3n2)c1C	i
115	O=S(=O)(c1ccc(S(=O)(=O)N2CCCC2c2ccc3c(c2)OCCCO3)cc1)N1CCCC1 (stereo not drawn)	i
116	Cn1ccc(=O)[nH]c1=O	i
117	CCOC(=O)c1c(NC(=O)C2CCCO2)sc2c1CCC2 (stereo not drawn)	i
118	OC1(c2ccc(Br)cc2)C[N+](CCc2ccccc2)=C2SCCCN21 (stereo not drawn)	i
119	O=C(COC(=O)CN1C(=O)NC2(CCCC2)C1=O)NC1CCCCCC1	i
120	N=c1sccn1CC(=O)Nc1ccc(I)cc1	i
121	Cc1sc(NC(=O)C2CC2)c(C(N)=O)c1C	i
122	O=C(Nc1ccc(Cl)cc1)Nc1ccc2c(c1)C(=O)OC2	i
123	O=c1c2c3c(sc2[nH]c(=S)n1C1CCCC1)CCCC3	i
124	OC1(c2ccccn2)COc2ccccc2O1 (stereo not drawn)	i
125	Nc1nnc(SCc2cc(-c3ccco3)on2)s1	i

Some of these compounds in order of formula weight, low to high:
item	Compound	PL biosyn Enam
105	Nc1ncnc(NCCO)c1[N+](=O)[O-]	i
108	CC(C)CC(N)c1nc2ccccc2[nH]1 (stereo not drawn)	i
122	O=C(Nc1ccc(Cl)cc1)Nc1ccc2c(c1)C(=O)OC2	i
117	CCOC(=O)c1c(NC(=O)C2CCCO2)sc2c1CCC2 (stereo not drawn)	i

Following part.
item	Compound	PL biosyn Enam
126	O=C(O)c1n[nH]c(=S)n1C1CC1	i
127	CC(C)Cc1c(O)nc(SCCN2CCOCC2)[nH]c1=O	i
128	O=S1(=O)CCC(NC(=S)Nc2ccc(OC(F)F)cc2)C1 (stereo not drawn)	i
129	CCCCn1c(N)c(N(Cc2ccco2)C(=O)/C=C/c2ccco2)c(=O)[nH]c1=O	i
130	c1nc(Nc2ccc3c(c2)OCCCO3)c2c3c(sc2n1)CCC3	i
131	O=C(CC12CC3CC(CC(Br)(C3)C1)C2)OCCN1CCOCC1	i
132	O=[N+]([O-])c1ccc(Cn2c3[n+](c4ccc(C(F)(F)F)cc42)CCCCC3)cc1	i
133	CC[N+](C)(CC)CC(O)COCC1COc2ccccc2O1 (stereo not drawn)	i
134	Cc1ccc2nc(N=C(N)N)nc(C)c2c1	i
135	Cc1cc(C)n(-c2nc(C)nc3sc4c(c23)CCC4)n1	i
136	CN(C)c1nc(NN(c2ccccc2)c2ccccc2)nc(N(C)C)n1	i
137	Cc1nc(C)c(C(=O)Nc2nc(-c3ccco3)c(-c3ccco3)s2)s1	i

Given field by field: part of the list above.
130. c1nc(Nc2ccc3c(c2)OCCCO3)c2c3c(sc2n1)CCC3
  PL biosyn Enam = i

132. O=[N+]([O-])c1ccc(Cn2c3[n+](c4ccc(C(F)(F)F)cc42)CCCCC3)cc1
  PL biosyn Enam = i

131. O=C(CC12CC3CC(CC(Br)(C3)C1)C2)OCCN1CCOCC1
  PL biosyn Enam = i

136. CN(C)c1nc(NN(c2ccccc2)c2ccccc2)nc(N(C)C)n1
  PL biosyn Enam = i

An excerpt (hit frequency here may not be typical).
